DDE Tn6 FP inh: inhibitors of Tn6 peptide binding to human fibrin DD(E). P02675. inhibition, % at 8.3 µM. 370,000 compounds, 0.21% hits. Fibrin DD(E) TRITC-Tn6 fluorescence polarization displacement. AID 720509;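 active = inhibition above a per-campaign cutoff: mean of compounds within control limits plus 3 SD, cut at about 15% in these data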;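 also: 0% = median of all compound wells on the plate and 100% = blocking peptide control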
proKLK7 act: activators of human kallikrein-7 zymogen; P49862; purified proKLK7, EDANS-DABCYL substrate fluorescence; 100% is mature enzyme control, 0% vehicle; activation, % at 7 µM; 370,000 compounds, 0.9% hits; AID 652039;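 active = activation above the mean of all tested compounds plus 3 SD, computed per campaign excluding outliers beyond control limits, cut at about 13% in these data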
PLC-beta3 inh: blocks human PLC-beta3 enzyme activity; Q01970; Purified PLC-beta3, fluorogenic substrate, fluorescence; inhibition, % at 12.2 µM; 370,000 compounds, 0.18% hits; AID 720704; in the data active = inhibition above about 11%;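 also: 0% = median of compound wells on plate and 100% = full blocker control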
DDE Tn7 FP inh: DD(E)-Tn7 binding inhibition, primary FP screen. inhibition, % at 8.3 µM. FP displacement of FITC-Tn7 peptide from fibrin DD(E); 0% = median of compound wells per plate. P02675. 370,000 compounds, 0.13% hits;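 active = inhibition above the mean of compounds falling within the control limits plus 3 SD of them, cut at about 14% in these data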;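 also: 0% = plate median of compound wells and 100% = 10 µM Aha-Tn7 peptide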
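Test system: human clot-derived fibrin DD(E) complex / Quantity: 2 µM final DD(E) protein / Incubation: 10 min plus 3 h, room temperature / Measured by: fluorescence polarization / Benchmarks: high control of 10 µM Aha-Tn7 peptide / Replicates: singlicate testing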
ASAP1 GAP inh: inhibitors of human ASAP1 ArfGAP activity; Q9ULH1; ASAP1-stimulated ARF1 GTP hydrolysis, GDP FP detection; inhibition, % at 16.5 µM; 360,000 compounds, 0.19% hits; AID 624377; in the data active = inhibition above about 25%;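 also: 0% = vehicle with enzyme and substrate and 100% = no enzyme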
Target sequence (Q9ULH1 325-724 limits assumed): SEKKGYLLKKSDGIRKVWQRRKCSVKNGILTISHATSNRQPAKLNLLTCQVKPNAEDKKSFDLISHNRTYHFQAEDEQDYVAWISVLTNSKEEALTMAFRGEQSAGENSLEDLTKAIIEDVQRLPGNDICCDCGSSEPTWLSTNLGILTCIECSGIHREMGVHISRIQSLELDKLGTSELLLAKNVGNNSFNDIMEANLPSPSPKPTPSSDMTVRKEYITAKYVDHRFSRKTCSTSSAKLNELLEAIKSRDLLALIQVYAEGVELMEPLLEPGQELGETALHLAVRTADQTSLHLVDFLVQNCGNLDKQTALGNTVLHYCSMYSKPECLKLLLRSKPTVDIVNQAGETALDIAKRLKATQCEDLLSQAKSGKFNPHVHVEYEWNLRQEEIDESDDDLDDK
NR1D1 modulator: Rev-erb alpha (human) modulation | activity, % at 10 µM | AID 1259318 | P20393 | Rev-erbα–FITC-DNA binding, fluorescence polarization, 90 min | 370,000 compounds, 0.79% hits;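 active = activity above about 14%, limit read from the data; passing the limit was not always enough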;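 also: 0% = DMSO wells with 35 nM protein and 100% = DMSO wells with 750 nM protein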
Target sequence (P20393 whole entry, looked up): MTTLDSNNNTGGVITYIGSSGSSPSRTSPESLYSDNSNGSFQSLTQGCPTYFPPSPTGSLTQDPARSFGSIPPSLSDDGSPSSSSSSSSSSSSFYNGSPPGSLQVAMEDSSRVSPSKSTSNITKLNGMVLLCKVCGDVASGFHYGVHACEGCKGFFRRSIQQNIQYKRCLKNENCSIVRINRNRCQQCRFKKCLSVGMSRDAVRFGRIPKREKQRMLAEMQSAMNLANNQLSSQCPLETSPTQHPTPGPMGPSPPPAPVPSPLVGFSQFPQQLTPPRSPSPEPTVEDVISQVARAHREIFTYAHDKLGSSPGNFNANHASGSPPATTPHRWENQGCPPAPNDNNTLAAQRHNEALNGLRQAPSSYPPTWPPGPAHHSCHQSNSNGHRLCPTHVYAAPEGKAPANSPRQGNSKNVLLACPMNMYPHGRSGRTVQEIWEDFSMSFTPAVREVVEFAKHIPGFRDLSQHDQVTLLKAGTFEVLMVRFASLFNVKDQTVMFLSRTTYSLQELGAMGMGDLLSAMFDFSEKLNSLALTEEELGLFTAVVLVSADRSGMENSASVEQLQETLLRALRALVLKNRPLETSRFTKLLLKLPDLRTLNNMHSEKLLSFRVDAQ
ARFGAP1 inhibitor: rat ARFGAP1 inhibition; Q62848; 360,000 compounds, 0.26% hits; AID 651572; inhibition, % at 16.5 µM; Arfgap1-stimulated ARF1 GTP hydrolysis, GDP FP detection;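 active = inhibition above a per-plate limit, mean inhibition of low control wells plus 3 SD, cut at about 25% in these data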;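 also: 0% = DMSO wells with enzyme and 100% = wells lacking Arfgap1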
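Material: truncated rat Arfgap1 GAP domain; Incubation: compound-enzyme preincubation 20 min, reaction 120 min, detection 60 min, 25 °C; Read-out: percent inhibition of Arfgap1-stimulated GTP hydrolysis; Technique: FP, GDP Alexa 633 tracer displaced from anti-GDP antibody, 620/688 nm; Controls: No-Arfgap1 wells (100%) versus DMSO full-reaction wells (0%); Replication: single well per compound.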
PLC-gamma1 inh: blocks human PLC-gamma1 enzyme activity; purified PLC-gamma1, fluorogenic substrate, fluorescence; 370,000 compounds, 0.84% hits; P19174; inhibition, % at 12.2 µM; in the data active = inhibition above about 9.5%
UHRF1 MBD2 ctr: blocks human UHRF1 binding to methylated DNA | UHRF1 binding to methylated oligo, TR-FRET | 370,000 compounds, 0.75% hits | inhibition, % at 4.4 µM; in the data active = inhibition above about 21%;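 also: UHRF1 SRA domain binding a hemimethylated CpG hairpin DNA probe; 0% = median of test compound wells and 100% = reference inhibitor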
HGIII-sPLA2 inh: Blocks human group III sPLA2 activity | QFRET BODIPY PC-A2 liposome hydrolysis, fluorescence | Q9NZ20 | inhibition, % at 12.2 µM | 370,000 compounds, 0.56% hits;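 active = inhibition above mean plus 3 SD of compounds lying within the high and low control bounds, cut at about 19% in these data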;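 also: 0% = median of test compound wells and 100% = no enzyme DMSO wells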
The depositor's hits bear a star.

SMILES	DDE Tn6 FP inh	proKLK7 act	PLC-beta3 inh	DDE Tn7 FP inh	ASAP1 GAP inh	NR1D1 modulator	ARFGAP1 inhibitor	PLC-gamma1 inh	UHRF1 MBD2 ctr	HGIII-sPLA2 inh
Cc1cccc(C)c1NC(=O)CCCSc1nnnn1C	-7	-0.1	5	2	-3	-4	-1	1	2	2
O=C(CSc1c2c(nc3cc(Cl)ccc13)CCCC2)NCCN1CCOCC1	9	0.2	3	-7	-11	4	-2	3	-1	0
O=c1[nH]c(SCc2cccc(F)c2)nc2ccccc12	-4	-0.2	-10	7	-6	5	-1	3	5	-16
Cc1ccccc1NC(=O)COc1ccc2oc(=O)cc(C)c2c1	3	1.2	-14	4	11	-4	1	-14	3	2
CCc1ccc(OCC(=O)Nc2ncn[nH]2)cc1	-2	-0.7	5	-3	3	2	11	8	-2	-4
NC(=O)C1CCCN(C(=S)Nc2ccccc2)C1 (centres undefined)	-1	0.3	3	3	-4	-4	6	3	2	2
COc1ccc([N+](=O)[O-])cc1NC(=O)C(C)N1CCCC1 (centres undefined)	-10	0.1	2	0	9	-4	-2	2	49*	3
O=C(NCC1COc2ccccc2O1)C1CCCN(S(=O)(=O)c2cnc[nH]2)C1 (centres undefined)	-2	-0.1	2	-1	7	8	1	1	1	-1
CC(=O)Nc1ccc(NS(=O)(=O)c2cccc3nonc23)cc1	7	0.0	-3	-1	1	-1	4	2	1	5
O=C(Nc1ccccc1F)n1ncc2cc(Cl)ccc21	1	0.0	-7	2	-4	3	-9	-3	1	3
COc1ccccc1CNCc1ccc(OC)c(OC)c1OC	0	0.1	2	7	0	1	-1	2	1	1
Cc1cc(C(=O)NNC(=S)NC(C)c2ccccc2)cs1 (centres undefined)	2	-0.7	3	-9	3	0	8	2	-5	11

Reformatted with values under each structure: six of the compounds above
Values in the order: DDE Tn6 FP inh, proKLK7 act, PLC-beta3 inh, DDE Tn7 FP inh, ASAP1 GAP inh, NR1D1 modulator, ARFGAP1 inhibitor, PLC-gamma1 inh, UHRF1 MBD2 ctr, HGIII-sPLA2 inh
COc1ccc([N+](=O)[O-])cc1NC(=O)C(C)N1CCCC1 (centres undefined)
 : -10, 0.1, 2, 0, 9, -4, -2, 2, 49*, 3
CC(=O)Nc1ccc(NS(=O)(=O)c2cccc3nonc23)cc1
 : 7, 0.0, -3, -1, 1, -1, 4, 2, 1, 5
O=C(Nc1ccccc1F)n1ncc2cc(Cl)ccc21
 : 1, 0.0, -7, 2, -4, 3, -9, -3, 1, 3
Cc1cc(C(=O)NNC(=S)NC(C)c2ccccc2)cs1 (centres undefined)
 : 2, -0.7, 3, -9, 3, 0, 8, 2, -5, 11
O=C(CSc1c2c(nc3cc(Cl)ccc13)CCCC2)NCCN1CCOCC1
 : 9, 0.2, 3, -7, -11, 4, -2, 3, -1, 0
COc1ccccc1CNCc1ccc(OC)c(OC)c1OC
 : 0, 0.1, 2, 7, 0, 1, -1, 2, 1, 1

New compounds follow.
SMILES	DDE Tn6 FP inh	proKLK7 act	PLC-beta3 inh	DDE Tn7 FP inh	ASAP1 GAP inh	NR1D1 modulator	ARFGAP1 inhibitor	PLC-gamma1 inh	UHRF1 MBD2 ctr	HGIII-sPLA2 inh
CC1CCCCN1C(=O)CN1C(=O)NC2(CCCCC2C)C1=O (centres undefined)	1	0.1	0	-6	-3	1	-6	1	2	0
O=C(CN1CCOCC1)Nc1cccc(Cl)c1Cl	2	-0.6	7	-6	-3	-2	5	4	0	2
COc1ccc(OC)c(NC(=O)COc2coc(CN3CCCc4ccccc43)cc2=O)c1	10	-0.4	-6	2	2	2	-10	17*	1	-4
COc1nonc1NC(=O)CSc1nc2ccccc2[nH]1	6	-0.7	1	1	2	-7	-7	3	1	3
Cc1cc(/C=C2\Sc3ccccc3N2C)cc(C)[n+]1CC1CCCO1 (centres undefined)	-4	-0.2	2	2	2	11	8	5	-4	19
Cc1onc(-c2ccccc2)c1C(=O)Nc1cccc2nsnc12	-7	0.3	-46	-10	1	16	4	-36	0	2
COc1ccc(NC(=O)N(C)C[C@H]2Oc3c(NS(=O)(=O)c4cccs4)cccc3C(=O)N([C@@H](C)CO)C[C@@H]2C)cc1	2	-0.1	3	6	11	-4	14	1	1	-3
CC(=O)c1cccc(NC(=O)C(C)Sc2nnc3ccccn23)c1 (centres undefined)	2	0.6	-10	-1	9	-2	2	-5	-1	9
CCOC(=O)C1=CCN(S(=O)(=O)c2cccc(Cl)c2)C1c1ccc(Cl)cc1 (centres undefined)	6	0.7	2	6	7	-4	-4	-1	0	1
Cc1ccc(NC(=S)N/N=C2/CCCCc3ccccc32)cc1	-1	-0.8	-9	7	-14	4	-7	3	-2	24*
CCC(C)(C)NC(=O)C(c1cccn1C)N(C(=O)Cn1nnc2ccccc21)c1ccc(NC(C)=O)cc1 (centres undefined)	1	-0.5	-1	-9	0	-2	8	1	-2	-30
CCCCN1CC(COCc2ccccc2)Oc2cccc(NCc3cc(OC)c(OC)c(OC)c3)c2S1(=O)=O (centres undefined)	5	-4.4	-3	4	-7	0	1	-2	-2	-11

Full records from above:
COc1ccc(NC(=O)N(C)C[C@H]2Oc3c(NS(=O)(=O)c4cccs4)cccc3C(=O)N([C@@H](C)CO)C[C@@H]2C)cc1 as listed: DDE Tn6 FP inh = 2; proKLK7 act = -0.1; PLC-beta3 inh = 3; DDE Tn7 FP inh = 6; ASAP1 GAP inh = 11; NR1D1 modulator = -4; ARFGAP1 inhibitor = 14; PLC-gamma1 inh = 1; UHRF1 MBD2 ctr = 1; HGIII-sPLA2 inh = -3
COc1ccc(OC)c(NC(=O)COc2coc(CN3CCCc4ccccc43)cc2=O)c1 as listed: DDE Tn6 FP inh = 10; proKLK7 act = -0.4; PLC-beta3 inh = -6; DDE Tn7 FP inh = 2; ASAP1 GAP inh = 2; NR1D1 modulator = 2; ARFGAP1 inhibitor = -10; PLC-gamma1 inh = 17*; UHRF1 MBD2 ctr = 1; HGIII-sPLA2 inh = -4

Remaining list, next part
SMILES	DDE Tn6 FP inh	proKLK7 act	PLC-beta3 inh	DDE Tn7 FP inh	ASAP1 GAP inh	NR1D1 modulator	ARFGAP1 inhibitor	PLC-gamma1 inh	UHRF1 MBD2 ctr	HGIII-sPLA2 inh
CCc1cc2c(=O)n(CC(=O)NC3CCCCC3)cnc2s1	-1	-0.3	-9	0	-3	-5	-2	-6	-1	1
COc1cccc(-c2nnc(SCC(=O)NC3CCS(=O)(=O)C3)n2C)c1 (centres undefined)	-3	0.2	-6	7	-2	3	7	-2	0	15
CCN1CCN(c2cc(=O)n(-c3cc(Cl)ccc3C)c(=O)[nH]2)CC1	-5	0.0	-23	5	2	-1	-4	-11	4	2
COC(c1ccccc1)c1nnc(CCC(=O)N(C)C(C2CC2)C2CC2)o1 (centres undefined)	-7	0.1	2	-10	10	-2	-6	0	0	-2
Cc1ccc(N=Cc2ccc(O)cc2O)cc1F	14	-2.6	-77	-6	2	1	-9	-59	-2	-1
NC(=O)c1ccc2nc(-c3ccccc3)c(-c3ccccc3)nc2c1	-1	-0.7	-19	-1	-1	-2	-7	-13	-2	2
Cc1ccc(SCc2ccc(C(=O)NCc3ccncc3)cc2)cc1	2	-0.4	0	8	-2	1	2	2	1	2
O=C1CN(C(=O)c2ccccc2F)c2ccccc2N1	-1	0.2	-2	6	-24	1	6	-3	4	9
O=C(CC(=O)N1CCOCC1)N1CCOCC1	-3	0.7	6	-3	7	-5	-6	4	0	-3
COC(=O)[C@@]1(Cc2ccc(F)cc2)[C@H]2c3cc(C(=O)N(C)C)n(Cc4cc(C)n(C)n4)c3C[C@H]2CN1C(=O)c1ccccc1	-8	0.5	-8	0	4	0	0	-5	-1	-5
Cc1cnc(NC(=O)c2ccc3c(c2)C(=O)N(Cc2cccnc2)C3=O)s1	9	0.2	-6	-1	1	-1	10	6	2	5
O=C(Cn1cccc1C(=O)c1ccccc1)NCCc1ccc(Cl)cc1	3	-0.5	-5	-6	-5	10	0	0	1	1

Exported with two lines to a compound: entries from further up
Below each SMILES: DDE Tn6 FP inh, proKLK7 act, PLC-beta3 inh, DDE Tn7 FP inh, ASAP1 GAP inh, NR1D1 modulator, ARFGAP1 inhibitor, PLC-gamma1 inh, UHRF1 MBD2 ctr, HGIII-sPLA2 inh
O=C1CN(C(=O)c2ccccc2F)c2ccccc2N1
→ -1, 0.2, -2, 6, -24, 1, 6, -3, 4, 9
O=C(CC(=O)N1CCOCC1)N1CCOCC1
→ -3, 0.7, 6, -3, 7, -5, -6, 4, 0, -3

Following part:
SMILES	DDE Tn6 FP inh	proKLK7 act	PLC-beta3 inh	DDE Tn7 FP inh	ASAP1 GAP inh	NR1D1 modulator	ARFGAP1 inhibitor	PLC-gamma1 inh	UHRF1 MBD2 ctr	HGIII-sPLA2 inh
Cc1cc(C)cc(-n2nnnc2-c2cn(C)nc2C(F)(F)F)c1	7	-0.4	4	4	-1	3	6	0	3	8
COc1ccc(Br)cc1/C=C/C(=O)c1ccc(NC(C)=O)cc1	-5	-2.2	-16	-4	9	2	5	-14	-2	-20
CC(=O)C1C(c2ccc(F)cc2)C2C(C)=NN=C2CC1(C)O (centres undefined)	0	0.2	0	-5	9	-7	5	2	-2	6
COc1ccc(C(=O)Cn2cnc3ccccc3c2=O)cc1	-4	-1.4	-8	-1	2	2	10	1	1	2
O=C(Nc1ccnn1C1CCN(CCCc2ccccc2)CC1)c1ccccc1	1	0.6	-9	2	0	0	-5	1	-1	-10
CC(C)CC(C(=O)Nc1cccc(O)c1)N1C(=O)c2ccccc2C1=O (centres undefined)	1	-0.2	-3	2	-4	-1	-5	0	-2	-10
CC1=Nc2ccccc2/C1=C/c1c(N)n2c(S(=O)(=O)C(C)C)nsc2nc1=O	-2	0.5	-14	3	1	-2	-11	-14	0	-25
O=C(NCc1ccco1)c1c(Cl)cccc1Cl	0	-0.1	-1	6	-6	0	1	0	1	10
CC(=O)Nc1ccc(NC(=O)CN2CCCC(C)C2)c(Cl)c1 (centres undefined)	0	0.0	-1	-6	-1	-2	-5	-3	-4	-3
CNc1nc(N)c(C(=O)Nc2cc(C)on2)s1	0	-0.1	-1	-5	-2	1	-6	2	2	5
CC12CCC(C(=O)OC3CCCCC3)(OC1=O)C2(C)C (centres undefined)	1	0.7	-4	5	-7	-1	5	-1	2	1
CCOC(=O)CC1=C(C#N)C(c2cccnc2)C(C(=O)OCC)=C(N)O1 (centres undefined)	-4	1.0	-19	-5	-3	0	4	-17	0	-3
CC(=O)Nc1ccc(/C(C)=N/NS(=O)(=O)c2ccccc2)cc1	1	0.0	-1	3	1	1	0	0	-1	1
CC1Cc2ccccc2N1C(=O)Cn1nc(C(=O)O)c2ccccc2c1=O (centres undefined)	-3	0.4	1	-9	0	2	15	3	-1	-3
O=C(NCc1cccnc1)C(=O)NCC(c1ccco1)N1CCOCC1 (centres undefined)	-6	-0.8	-7	2	1	10	-10	3	0	3
COc1cc(C(=O)Nc2cc(C(F)(F)F)ccc2N2CCOCC2)ccc1OCC(=O)N1CCOCC1	4	-0.2	-5	1	-11	-1	9	-4	-1	3
COc1cccc(OC)c1C(=O)NC(=S)Nc1ccc2c(c1)OCCO2	2	0.5	1	1	-4	-5	5	2	1	5
